ADAM10 inh – inhibitors of human ADAM10; inhibition, % at 7 µM; O14672; recombinant ADAM10, EDANS/DABCYL FRET peptide cleavage, 3 h; 0.62% of 370,000 active;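 active = inhibition above a per-campaign cutoff equal to the mean of compounds falling between control-based bounds plus 3 SD, cut at about 20% in these data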;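 also: 0% = DMSO wells while the 100% control is not disclosed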
Target sequence (O14672 214-748 limits assumed): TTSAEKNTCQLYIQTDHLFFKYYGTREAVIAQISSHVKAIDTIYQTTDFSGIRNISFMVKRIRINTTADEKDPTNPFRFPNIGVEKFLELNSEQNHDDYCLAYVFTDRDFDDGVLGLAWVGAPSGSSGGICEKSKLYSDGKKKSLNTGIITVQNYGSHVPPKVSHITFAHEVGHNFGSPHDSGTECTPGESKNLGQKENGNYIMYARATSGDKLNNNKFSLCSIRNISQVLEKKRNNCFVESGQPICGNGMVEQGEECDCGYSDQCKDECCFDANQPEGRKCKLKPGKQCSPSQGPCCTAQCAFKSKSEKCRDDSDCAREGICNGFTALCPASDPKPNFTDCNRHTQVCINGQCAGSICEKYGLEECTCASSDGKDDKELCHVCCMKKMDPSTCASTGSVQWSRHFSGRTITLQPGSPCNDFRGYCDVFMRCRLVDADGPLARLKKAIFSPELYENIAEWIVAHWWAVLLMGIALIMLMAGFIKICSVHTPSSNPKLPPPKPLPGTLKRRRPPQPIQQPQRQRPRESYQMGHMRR
DAX1 inh-1 – inhibitors of DAX1 repression of SF-1 activated StAR promoter; inhibition, % at 6.8 µM; HEK293T StAR-luciferase reporter, SF-1/DAX-1 repression relief; AID 652010; 1.1% of 370,000 active;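 active = inhibition above the mean over all tested compounds plus 3 SD, cut at about 3.6% in these data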;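 also: 0% = DAX-1 cells with DMSO and 100% = cells lacking DAX-1 with DMSO; higher inhibition means more luminescence from relief of DAX-1 repression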
SMARCA2 act – increases SMARCA2 function in MMTV reporter cells; MG213 cells, MMTV-luciferase reporter, dexamethasone, overnight; activation, % at 9.1 µM; 1% of 370,000 active; AID 652017; in the data active = activation above about 7.8%;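 also: 0% = vehicle wells and 100% = reference activator wells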
GC-A act – GC-A (human) enzyme activation. P16066. AID 1671463. activation, % at 10 µM. HEK293 GC-A cells, cGMP TR-FRET, EC30 ANP; 0% at EC30 ANP, 100% saturating ANP. 0.14% of 370,000 active; in the data active = activation above about 40%
hcDAF12 agonist – H. contortus DAF-12 activation, primary screen. activation, % at 6.8 µM. 1.4% of 370,000 active. HEK293 hcDAF-12 lit1-tk-luc reporter, luminescence; 0% DMSO, 100% Δ7-dafachronic acid. AID 652067;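 active = activation above the mean of all tested compounds plus 3 SD, cut at about 5.5% in these data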;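 also: 100% = response to 3 µM Δ7-dafachronic acid high control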
GAA850 FXN act – frataxin GAA850 promoter activation; HEK293 lucGAA850 FXN promoter luciferase reporter, 24 h; percent of 10 µM SAHA response; activation, % at 6 µM; 0.56% of 360,000 active; AID 540364;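 active = activation above the average of all compounds screened plus 3 SD, cutoff fixed separately per campaign, cut at about 7.5% in these data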;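 also: 0% = DMSO wells and 100% = 10 µM SAHA wells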
GC-B act – GC-B (human) receptor activation; HEK293-GC-B cells, CNP EC30, cGMP TR-FRET; 0% at EC30 CNP, 100% saturating CNP; 0.11% of 370,000 active; activation, % at 10 µM; AID 1920062;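 active = activation at 10 µM reaching about 35% in either raw or pattern-adjusted values, limit read from the data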
DAX1 inh-2 – inhibitors of human orphan nuclear receptor DAX1 (NR0B1); AID 504766; P51843; 0.99% of 340,000 active; inhibition, % at 6.75 µM; HEK293 Gal4-DAX1 luciferase reporter, luminescence;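 active = inhibition above the mean over all tested compounds plus 3 SD, cut at about 4.2% in these data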;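 also: 0% = DAX1-transfected cells with DMSO and 100% = empty-vector control cells with DMSO; inhibition shows as a rise in luminescence from relieved DAX1 repression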
hgDAF-12 ag – activates the H. glycines DAF-12 receptor ligand-binding domain; activation, % at 6.8 µM; AID 687014; HEK293 GAL4-hgDAF12 UAS-luciferase reporter, agonist luminescence; normalized to butyrate control; 1.8% of 370,000 active;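 active = activation above a cutoff set at the mean of all screened compounds plus 3 SD, cut at about 10% in these data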;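 also: 0% = DMSO wells and 100% = sodium butyrate wells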
ssDAF-12 act – activators of S. stercoralis DAF-12 nuclear receptor; HEK293 ssDAF-12/GRIP1 lit1-tk-luc reporter, luminescence; % of 3 µM dafachronic acid response; activation, % at 6.8 µM; 1% of 370,000 active;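 active = activation above the mean over all tested compounds plus 3 SD, cut at about 0.9% in these data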;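 also: 0% = DMSO-only wells and 100% = 3 µM delta7-dafachronic acid wells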
HGIII-sPLA2 inh – Inhibits HGIII-sPLA2 liposome hydrolysis, primary screen; QFRET BODIPY PC-A2 liposome hydrolysis, fluorescence; inhibition, % at 12.2 µM; 0.56% of 370,000 active; Q9NZ20;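 active = inhibition above mean plus 3 SD of compounds lying within the high and low control bounds, cut at about 19% in these data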;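 also: 0% = median of test compound wells and 100% = no enzyme DMSO wells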
Active calls of the source: *; i = inactive; nt = not tested or not shown; & = joins results of further samples.

SMILES | ADAM10 inh | DAX1 inh-1 | SMARCA2 act | GC-A act | hcDAF12 agonist | GAA850 FXN act | GC-B act | DAX1 inh-2 | hgDAF-12 ag | ssDAF-12 act | HGIII-sPLA2 inh
CC(=O)CSc1ncnc2sc3c(c12)CCC3 | 1 | -0.2 | -2 | 1 | -2.2 | 2.3 | 0 | -1.4 | -1.1 | -1.9 | -33
O=[N+]([O-])c1ccc2ccn(C3OCC(O)C(O)C3O)c2c1 (stereo unspecified) | 2 | 0.4 | 2 | 4 | -1.5 | 1.2 | 1 | -0.9 | -1.0 | -1.9 | -3
CC1(C(=O)Nc2ccc3c(c2)OCCO3)CCC(=O)N1CC(F)(F)F (stereo unspecified) | -1 | 0.1 | 4 | 0 | -0.1 | nt | 1 | nt | 0.8 | -1.4 | 7
CC(C)(C)NC(=O)NC(=O)COC(=O)c1cccc(OC(F)F)c1 | 4 | -0.2 | -3 | -4 | -0.4 | 0.0 | 1 | -0.5 | -2.9 | -0.7 | -3
Cc1cc(C)c(S(=O)(=O)Cc2ccccc2)c(OC(C)C)n1 | 5 | -0.2 | -2 | -8 | -1.9 | 1.0 | 2 | 1.6 | 5.0 | -1.4 | 4
COC(=O)C1=C(C)N(c2ccc(OC)cc2)C(=O)/C1=C\c1cccs1 | 3 | 1.0 | 2 | 1 | 1.2 | 2.7 | 3 | 1.1 | 5.1 | -0.5 | -6
CC(=O)N1C(C)(C)CC(=NOC(=O)c2ccc(C)cc2)CC1(C)C | -5 | -0.2 | 0 | 3 | -1.3 | 0.7 | -1 | -0.2 | 3.4 | -1.2 | 1
NC(c1ccccc1)c1csc(NC(=O)Nc2cccc(Cl)c2)n1 (stereo unspecified) | -7 | -1.1 | 0 | -9 | -0.8 | 0.1 | -4 | nt | -2.6 | -1.2 | 11
Oc1ccccc1-n1nc2ccc3nonc3c2n1 | 2 | 0.7 | -1 | 0 | 2.7 | 2.5 | 7 | -1.1 | 2.6 | 0.1 | -7
N=C(N)c1ccccc1 | -2&6 | -0.5&1.4 | 0&3 | 3&0 | -1.0&-1.3 | -0.2&-0.8 | 5&4 | 0.1&0.7 | -0.6&0.0 | -0.6&-1.5 | 7&5

Full records, looked up by structure. Values in the order: ADAM10 inh | DAX1 inh-1 | SMARCA2 act | GC-A act | hcDAF12 agonist | GAA850 FXN act | GC-B act | DAX1 inh-2 | hgDAF-12 ag | ssDAF-12 act | HGIII-sPLA2 inh
Record of CC(=O)CSc1ncnc2sc3c(c12)CCC3 = 1 | -0.2 | -2 | 1 | -2.2 | 2.3 | 0 | -1.4 | -1.1 | -1.9 | -33
Record of N=C(N)c1ccccc1 = -2&6 | -0.5&1.4 | 0&3 | 3&0 | -1.0&-1.3 | -0.2&-0.8 | 5&4 | 0.1&0.7 | -0.6&0.0 | -0.6&-1.5 | 7&5
Record of CC1(C(=O)Nc2ccc3c(c2)OCCO3)CCC(=O)N1CC(F)(F)F (stereo unspecified) = -1 | 0.1 | 4 | 0 | -0.1 | nt | 1 | nt | 0.8 | -1.4 | 7

Next part:
SMILES | ADAM10 inh | DAX1 inh-1 | SMARCA2 act | GC-A act | hcDAF12 agonist | GAA850 FXN act | GC-B act | DAX1 inh-2 | hgDAF-12 ag | ssDAF-12 act | HGIII-sPLA2 inh
O=C(Nc1ccc(Cl)cc1)c1cccnc1N1CCCCC1 | -7 | -1.2 | -1 | 0 | -1.5 | -1.7 | 0 | 0.3 | 0.5 | -2.0 | 0
COc1ccc(NC(=O)CC(C)C)c([N+](=O)[O-])c1 | -4 | -0.8 | 0 | 0 | -0.7 | 0.7 | 6 | -0.5 | 0.2 | -1.3 | 1
COc1ccc(S(=O)(=O)n2nc(OCc3cccs3)cc2N)cc1 | -2 | -0.7 | -1 | 4 | -1.4 | 0.3 | 3 | -0.2 | -5.2 | -1.3 | 3
Cc1ccc(N2C(=O)c3sc4nnc(C)c(=O)n4c3C2=O)cc1 | 19 | -0.1 | -4 | -3 | 2.5 | -2.1 | -20 | -0.1 | -0.1 | -0.6 | 16
O=C(NCCCN1CCOCC1)c1nn(-c2ccccc2)c(=O)c2ccccc12 | -2 | -0.6 | -2 | 2 | -1.1 | 1.3 | 0 | -0.8 | -1.2 | -0.8 | 12
Cc1nn(-c2ccccc2)c(Cl)c1C(=O)Nc1c(C)n(C)n(-c2ccccc2)c1=O | -3 | 0.3 | 0 | 5 | -0.1 | -0.6 | 3 | -0.1 | 1.3 | -1.1 | -1
Cc1ccc2nc(C)cc(N/N=C/c3ccc(F)cc3)c2c1 | i | -0.1 | 0 | -26 | -1.5 | 1.5 | -8 | -0.4 | 0.6 | -1.7 | 7
O=C(c1ccc(Cl)cc1Cl)N1CCSCC1 | -4 | -0.5 | -4 | 0 | -0.6 | 0.0 | 4 | 0.5 | -1.3 | -1.7 | 1
CN(C(=O)c1cccc(NC(=O)Cc2ccc(NC(=O)C3CCN(C(=O)CCc4ccccc4)CC3)cc2)c1)C1CCCC1 | 8 | -0.2 | -1 | 3 | -3.0 | nt | 6 | nt | 1.0 | -1.2 | -41
Cc1cc([N+](=O)[O-])ccc1NC(=O)c1ccco1 | 4 | 0.1 | 2 | 5 | -1.9 | 2.2 | -1 | -1.6 | 0.1 | -1.4 | 0
CC(C)(CSc1ncccn1)NS(=O)(=O)c1ccccc1 | 0 | -0.2 | 4 | -1 | 0.0 | 1.6 | 0 | -1.8 | 0.4 | -1.8 | 0

Structures listed so far containing a Cl atom, in the order listed:
SMILES | ADAM10 inh | DAX1 inh-1 | SMARCA2 act | GC-A act | hcDAF12 agonist | GAA850 FXN act | GC-B act | DAX1 inh-2 | hgDAF-12 ag | ssDAF-12 act | HGIII-sPLA2 inh
NC(c1ccccc1)c1csc(NC(=O)Nc2cccc(Cl)c2)n1 (stereo unspecified) | -7 | -1.1 | 0 | -9 | -0.8 | 0.1 | -4 | nt | -2.6 | -1.2 | 11
O=C(Nc1ccc(Cl)cc1)c1cccnc1N1CCCCC1 | -7 | -1.2 | -1 | 0 | -1.5 | -1.7 | 0 | 0.3 | 0.5 | -2.0 | 0
Cc1nn(-c2ccccc2)c(Cl)c1C(=O)Nc1c(C)n(C)n(-c2ccccc2)c1=O | -3 | 0.3 | 0 | 5 | -0.1 | -0.6 | 3 | -0.1 | 1.3 | -1.1 | -1
O=C(c1ccc(Cl)cc1Cl)N1CCSCC1 | -4 | -0.5 | -4 | 0 | -0.6 | 0.0 | 4 | 0.5 | -1.3 | -1.7 | 1

From PubChem BioAssay
